bIAP act: increases bovine intestinal alkaline phosphatase activity | activation factor at 20 µM | AID 1016 | 200,000 tested, 0.17% active | purified bovine IAP, CDP-star luminescence, 30 min; active compounds read high; fold of DMSO-control signal, blank-subtracted;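 active = activation factor of 2 or more at 20 µM, a signal rise over negative controls twice the positive control's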
S1P3 antagonist: blocks the human S1P3 receptor | Q99500 | CHO S1P3 NFAT-BLA reporter, FRET fluorescence, antagonist mode | inhibition, % at 4.98 µM | 170,000 tested, 0.27% active | AID 485;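 active = inhibition above the plate cutoff, the mean inhibition of test wells on that plate plus 3 SD, cut at about 28% in these data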;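 note: cells challenged with S1P at its EC80 of 0.8 µM; blue over green emission ratio from cleaved BLA substrate after 4 h stimulation; 0% = S1P-stimulated wells and 100% = unstimulated DMSO-only wells; some compounds past the cut are filed as inactive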
Target sequence (Q99500 whole entry, looked up): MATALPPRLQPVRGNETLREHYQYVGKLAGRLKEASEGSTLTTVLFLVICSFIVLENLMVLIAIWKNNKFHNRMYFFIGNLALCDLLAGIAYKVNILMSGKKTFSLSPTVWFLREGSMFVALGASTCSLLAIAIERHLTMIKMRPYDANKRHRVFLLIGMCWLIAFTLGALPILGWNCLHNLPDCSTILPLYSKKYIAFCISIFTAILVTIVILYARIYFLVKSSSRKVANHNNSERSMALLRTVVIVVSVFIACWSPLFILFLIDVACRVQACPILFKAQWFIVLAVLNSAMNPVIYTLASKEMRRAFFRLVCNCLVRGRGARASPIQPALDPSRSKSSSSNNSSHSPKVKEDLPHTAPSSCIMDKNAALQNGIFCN
PPARg SRC3 recr: promotes SRC-3 coactivator recruitment by human PPARgamma | activation, % at 8 µM | biochemical PPARgamma/SRC-3 coactivator recruitment assay | P37231 | 200,000 tested, 0.26% active | AID 731; in the data active = activation above about 23%;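 note: 0% = DMSO and 100% = reference agonist; some compounds past the cut are filed as inactive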
PPARg SRC-1 ag: agonists of human PPARgamma SRC-1 coactivator recruitment | AID 631 | P37231 | 200,000 tested, 0.41% active | PPARgamma-SRC-1 coactivator recruitment biochemical assay | activation, % at 8 µM; in the data active = activation above about 19%;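 note: 0% = DMSO and 100% = reference agonist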
DTT redox prof: compounds producing H2O2 with reducing agent – biochemical, NIH compound library profiling, artefact control for MLSCN library redox annotation, primary screen | DTT-dependent redox cycling H2O2, phenol red/HRP absorbance; 100% = 100 µM peroxide control, 0% = buffer | activation, % at 10 µM | 200,000 tested, 0.03% active | AID 878;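 active = activation of at least 50% relative to the plate's high and low controls in the primary single-dose screen; inactive = activation below 50%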;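 note: compound incubated with DTT at 0.8 mM final as the reducing agent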
PPARg SRC2 recr: PPARgamma-driven SRC-2 recruitment agonism | P37231 | PPARgamma LBD-SRC-2 recruitment, biochemical | activation, % at 8 µM | 200,000 tested, 0.34% active | AID 1032; in the data active = activation above about 22%;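 note: 0% = vehicle and 100% = reference agonist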
ROMK mod: modulates human ROMK potassium channel activity. B-score at 10 µM. 130,000 tested, 2% active. Tet-inducible ROMK, thallium flux fluorescence; actives lie on both sides. P48048;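 active = signal ratio slope over the read window, or its plate-corrected B-score, at least 3 SD from the plate mean, either direction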;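 note: B-score of the F/F0 ratio slope over 7 to 12 s after thallium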
Target sequence (P48048 whole entry, looked up): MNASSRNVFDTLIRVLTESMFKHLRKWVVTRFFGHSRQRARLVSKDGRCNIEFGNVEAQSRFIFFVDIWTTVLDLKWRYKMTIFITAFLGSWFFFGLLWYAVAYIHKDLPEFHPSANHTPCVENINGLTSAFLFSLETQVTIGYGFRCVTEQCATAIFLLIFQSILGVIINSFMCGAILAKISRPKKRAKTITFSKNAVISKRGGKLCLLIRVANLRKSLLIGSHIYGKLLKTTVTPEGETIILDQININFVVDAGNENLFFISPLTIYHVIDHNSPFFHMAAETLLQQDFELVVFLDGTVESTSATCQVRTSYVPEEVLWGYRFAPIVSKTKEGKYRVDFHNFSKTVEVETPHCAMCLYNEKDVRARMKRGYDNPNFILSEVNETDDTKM
L major viab: Leishmania major promastigote growth inhibition; 200,000 tested, 9% active; Leishmania major promastigotes, resazurin fluorescence viability; inhibition, % at 10 µM; AID 1063; in the data active = inhibition above about 50%;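 note: promastigotes grown with compound for 44 hours at 28 °C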
TR-FRET SRC-2 ct: TR-FRET artefact, counter-screen to PPARgamma/SRC-2 agonist assay; 200,000 tested, 0.4% active; TR-FRET ratio at 8 µM; active compounds read high; in the data active = TR-FRET ratio above about 2000; note: inactives centre near 1500
bIAP inh: blocks bovine intestinal alkaline phosphatase activity; 190,000 tested, under 10 active; purified bovine IAP, CDP-star luminescence, 30 min; AID 1019; inhibition, % at 20 µM;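 active = over 50% inhibition of intestinal alkaline phosphatase at 20 µM in the single-dose screen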
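test system = bovine IAP enzyme | medium = DEA buffer 100 mM, pH 9.8, with MgCl2 1.0 mM, ZnCl2 0.02 mM | detection = luminescence | dosing = single compound dose of 20 µM, 2% DMSO final | incubation = 30 min reaction at room temperature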
TLR4-MyD88 BLA: blocks binding of human TLR4 to MyD88 | AID 861 | O00206+Q99836 | inhibition, % at 8.4 µM | 200,000 tested, 0.18% active | HeLa CL3-4 TLR4/MyD88 BLA complementation, FRET ratio; in the data active = inhibition above about 25%;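 note: 0% = vehicle and 100% = reference inhibitor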
* marks the source's active call; other numbers are inactive results; nt = no result given.

(1) O=c1ccc2cc(S(=O)(=O)N3CCN(c4ccccc4)CC3)ccc2o1
(2) Cc1cccc(SCc2noc(C(=O)NC(C)C)c2C(=O)O)c1
(3) Cc1nnc(NC(=O)c2sc3ccccc3c2Cl)s1
(4) O=C(O)c1cccc(CSc2nnc(-c3ccco3)o2)c1
(5) Cc1cc(C(=O)COC(=O)/C=C/c2cccc(F)c2)c(C)n1C

screen / no.	1	2	3	4	5
bIAP act	1	1	1.1	0.9	1
S1P3 antagonist	-11	nt	-16	nt	-11
PPARg SRC3 recr	2	-5	16	4	0
PPARg SRC-1 ag	4	8	16	1	-6
DTT redox prof	-3.7	15	0.1	0.5	-1.4
PPARg SRC2 recr	2	5	2	12	-4
ROMK mod	nt	nt	2.3	-0.024	-0.48
L major viab	-5	-6	-2	-5	-4
TR-FRET SRC-2 ct	1584	1582	1652	1619	1488
bIAP inh	1	-1	-6	8	-1
TLR4-MyD88 BLA	-8	15	-2	-14	-3

Overlap with the part before: 2 compounds, then new ones.
(4) O=C(O)c1cccc(CSc2nnc(-c3ccco3)o2)c1
(5) Cc1cc(C(=O)COC(=O)/C=C/c2cccc(F)c2)c(C)n1C
(6) COc1ccccc1C(=O)NCC(=O)N/N=C/c1cccc(Cl)c1
(7) COC(=O)Nc1c(C)n(C)n(-c2ccccc2)c1=O
(8) O=C(CNC(=O)C(c1ccccc1)c1ccccc1)N/N=C\c1ccc2c(c1)OCO2
(9) CCc1ccc(NC(=O)C(C)OC(=O)c2cc(=O)[nH]c3ccc(S(=O)(=O)Nc4ccc(F)cc4)cc23)cc1 (stereo not drawn)
(10) CN1CCN(C(=O)c2ccc(-n3cccc3)cc2)CC1

screen / no.	4	5	6	7	8	9	10
bIAP act	0.9	1	1	0.9	1	1.1	0.9
S1P3 antagonist	nt	-11	1	-15	10	1	nt
PPARg SRC3 recr	4	0	1	-3	-8	-4	-5
PPARg SRC-1 ag	1	-6	-5	-2	-5	4	7
DTT redox prof	0.5	-1.4	-0.1	2.0	0.3	-0.5	0.1
PPARg SRC2 recr	12	-4	-6	-6	-9	-4	8
ROMK mod	-0.024	-0.48	-1.1	nt	nt	-0.15	nt
L major viab	-5	-4	18	-9	1	-3	0
TR-FRET SRC-2 ct	1619	1488	1501	1396	1530	1490	1554
bIAP inh	8	-1	4	14	2	-9	9
TLR4-MyD88 BLA	-14	-3	5	10	11	0	0

(11) Cc1ccc(C(=O)COC(=O)CSc2cccc3cccnc23)c(C)c1
(12) Cc1ccc(C(=O)NNC2=Nc3cccc4cccc2c34)cc1
(13) O=C(Cn1cnc2c(nnn2-c2ccccc2)c1=O)N1CCCc2ccccc21
(14) O=c1[nH]c2ccc(Cl)cc2c(-c2ccccc2)c1N1CCN(CCO)CC1
(15) O=C(C/C=N/OCc1ccccc1F)c1cnc(-c2ccc(Cl)cc2)s1

screen / no.	11	12	13	14	15
bIAP act	nt	0.8	0.9	1	0.9
S1P3 antagonist	nt	-12	8	nt	nt
PPARg SRC3 recr	-10	9	3	15	8
PPARg SRC-1 ag	-1	4	10	10	12
DTT redox prof	-7.5	1.0	-0.2	0.6	-1.5
PPARg SRC2 recr	-2	8	-1	7	7
ROMK mod	nt	nt	nt	nt	nt
L major viab	-8	13	53*	14	-6
TR-FRET SRC-2 ct	1538	1609	1551	1561	1738
bIAP inh	nt	20	12	0	14
TLR4-MyD88 BLA	-9	-9	-6	7	1

(16) CNC(=S)NCCc1cc2c(OC)ccc(OC)c2[nH]c1=O
(17) COc1ccc(-c2nc(C#N)c(NCc3ccc(C)cc3)o2)cc1OC
(18) O=C(CSc1nnc(-c2ccccc2O)n1Cc1ccccc1)NNC(=O)c1ccccc1O
(19) Clc1ccc2nc3ccccn3c2c1
(20) COCCCNC(=O)C1CCN(c2ncccn2)CC1

screen / no.	16	17	18	19	20
bIAP act	0.9	1	1	1	1
S1P3 antagonist	-1	-10	3	nt	-21
PPARg SRC3 recr	2	1	3	12	-8
PPARg SRC-1 ag	2	3	-1	5	-6
DTT redox prof	-0.9	1.1	-0.4	-3.3	1.3
PPARg SRC2 recr	0	3	8	0	-2
ROMK mod	0.037	0.21	0.52	3.6*	nt
L major viab	-5	-3	-6	10	0
TR-FRET SRC-2 ct	1715	1490	1588	1759	1536
bIAP inh	10	2	-4	2	-2
TLR4-MyD88 BLA	7	1	10	-11	-13

(21) Cc1nn(CC(=O)Nc2cc(S(=O)(=O)N(C)C)ccc2Cl)c(C)c1[N+](=O)[O-]
(22) COC(=O)c1cccc(COC(=O)c2ccccc2NC(=O)c2ccco2)c1
(23) COc1ccc(NC(=O)C2CCN(C(=O)c3cccs3)CC2)c(OC)c1
(24) Cc1ccc(C)n1-c1sc2c(c1C#N)CCCC2
(25) CCC(Sc1ncnc2c1c(-c1ccccc1)cn2-c1ccc(OC)cc1)C(=O)OC (stereo not drawn)

screen / no.	21	22	23	24	25
bIAP act	1.1	0.9	0.9	0.6	0.8
S1P3 antagonist	-2	4	nt	nt	0
PPARg SRC3 recr	4	1	8	-6	2
PPARg SRC-1 ag	7	6	6	2	9
DTT redox prof	-0.6	-2.6	-0.3	1.7	2.3
PPARg SRC2 recr	10	4	3	-2	4
ROMK mod	nt	nt	nt	nt	nt
L major viab	72*	0	1	5	20
TR-FRET SRC-2 ct	1780	1533	1627	1370	1616
bIAP inh	-12	8	8	37	18
TLR4-MyD88 BLA	-5	0	-2	-4	-13

(26) CCOc1ccccc1NC(=O)c1cc(CC(C)C)oc1C
(27) CCOc1ccc(NC(=O)C2CCC(C)(C(=O)O)C2(C)C)cc1 (stereo not drawn)
(28) CCOc1ccc(NC(=S)N(CCc2c(C)[nH]c3ccc(C)cc23)Cc2ccco2)cc1
(29) Cc1ccc(-c2nn(-c3ccccc3)cc2C2CC(c3cccs3)=NN2C(=O)CCC(=O)O)cc1 (stereo not drawn)
(30) O=C(NCC1CCCO1)c1csc(Nc2cccc3ccccc23)n1 (stereo not drawn)

screen / no.	26	27	28	29	30
bIAP act	0.8	1.1	0.8	0.9	1.1
S1P3 antagonist	-22	10	6	nt	-14
PPARg SRC3 recr	10	-11	-1	5	6
PPARg SRC-1 ag	4	-4	-8	5	6
DTT redox prof	2.8	1.6	1.2	0.0	0.0
PPARg SRC2 recr	0	1	0	9	6
ROMK mod	nt	0.71	2.2	1.8	nt
L major viab	-2	1	73*	-6	16
TR-FRET SRC-2 ct	1560	1402	1305	1652	1731
bIAP inh	22	-10	19	5	-6
TLR4-MyD88 BLA	-15	-12	3	-8	1

(31) COc1ccccc1NC(=O)Cc1nnc(SCC(=O)Nc2ccccc2F)n1C
(32) O=C(O)Cc1cc2c(s1)CCCCC2
(33) O=S1(=O)C=C(SCc2ccc(F)cc2)Nc2ccccc21
(34) Cn1cccc1Cc1nnc(SCC(=O)Nc2cccc(F)c2)n1-c1ccc(F)cc1
(35) N#Cc1c(NC(=O)CSc2ncn[nH]2)sc2c1CCCC2

screen / no.	31	32	33	34	35
bIAP act	0.9	0.9	1	1.1	1.1
S1P3 antagonist	-8	-36	-8	14	nt
PPARg SRC3 recr	6	-5	0	0	1
PPARg SRC-1 ag	1	-4	-3	6	-1
DTT redox prof	-0.6	2.7	-0.9	-2.3	0.1
PPARg SRC2 recr	4	-2	-9	8	3
ROMK mod	1.1	nt	-1	nt	-0.71
L major viab	-10	-9	8	4	-10
TR-FRET SRC-2 ct	1828	1542	1488	1602	1547
bIAP inh	14	7	3	-5	-14
TLR4-MyD88 BLA	-14	12	-5	-8	5

(36) Cc1ccnc(NC(=O)CCC(=O)N(CC(=O)NCCc2ccccc2)Cc2cccs2)c1
(37) CCCC1CC(=O)OC1(C)C(=O)CSc1n[nH]c(-c2ccccc2)n1 (stereo not drawn)
(38) Cc1ccc(S(=O)(=O)Nn2c(C)ccc2C)cc1
(39) CCN1CCN(C(=O)c2ccc(COc3ccc(Cl)cc3)o2)CC1
(40) CCCCC(=O)NCc1ccc2c(c1)cc(C)n2C

screen / no.	36	37	38	39	40
bIAP act	1.1	0.9	0.9	1	1.1
S1P3 antagonist	-15	nt	0	nt	14
PPARg SRC3 recr	2	3	8	-3	-3
PPARg SRC-1 ag	9	1	1	7	4
DTT redox prof	-1.7	0.1	0.5	3.7	-0.4
PPARg SRC2 recr	9	3	4	2	5
ROMK mod	-0.81	0.0093	0.41	nt	-0.58
L major viab	-5	-7	-2	84*	-2
TR-FRET SRC-2 ct	1625	1654	1576	1431	1695
bIAP inh	-6	10	8	-1	-13
TLR4-MyD88 BLA	-8	-2	-2	-6	1

(41) COc1cc(-c2noc(C3CCCN(S(=O)(=O)c4cccc(Cl)c4)C3)n2)cc(OC)c1OC (stereo not drawn)
(42) Cc1ccc(NC(=O)CN(C)C(=O)CCOc2cccc(C)c2)cc1
(43) CC(=O)N1CCN(c2nnnn2-c2ccccc2)CC1
(44) O=C(NCCc1cccs1)C12CN(Cc3ccccc3)CC1C(c1cccc([N+](=O)[O-])c1)=NO2 (stereo not drawn)
(45) O=[N+]([O-])c1cc([N+](=O)[O-])c(N2CCOCC2)cc1NCc1ccccc1

screen / no.	41	42	43	44	45
bIAP act	0.8	0.9	0.9	1	0.7
S1P3 antagonist	-16	5	nt	nt	nt
PPARg SRC3 recr	-2	-2	0	7	12
PPARg SRC-1 ag	6	2	2	-6	2
DTT redox prof	0.3	0.0	0.1	-3.5	-0.1
PPARg SRC2 recr	9	8	1	3	4
ROMK mod	0.65	0.56	-0.52	nt	nt
L major viab	28	0	-1	12	12
TR-FRET SRC-2 ct	1484	1573	1513	1568	1461
bIAP inh	21	10	6	-1	27
TLR4-MyD88 BLA	-2	-9	11	-12	10

(46) Cc1cc(Nc2ccccc2Br)n2nc(C)nc2n1
(47) Cc1csc(SCc2c(C(=O)O)oc3ccccc23)n1
(48) Cc1ccccc1CNCc1cccnc1
(49) C/C(=N/NC(=O)CCCOc1ccc(Cl)cc1Cl)c1ccc(C)o1
(50) CC(=O)N1CCN=C1SCc1ccc(Br)cc1

screen / no.	46	47	48	49	50
bIAP act	1	nt	0.9	1	0.9
S1P3 antagonist	13	-11	nt	-8	4
PPARg SRC3 recr	1	-9	1	2	9
PPARg SRC-1 ag	4	1	4	2	1
DTT redox prof	-0.1	1.2	0.1	0.2	-0.3
PPARg SRC2 recr	6	-4	7	0	9
ROMK mod	0.0069	1.2	-0.74	0.28	nt
L major viab	-8	-7	41	0	-10
TR-FRET SRC-2 ct	1535	1484	1677	1616	1635
bIAP inh	3	nt	10	-1	6
TLR4-MyD88 BLA	12	3	-3	-14	-13
